Screens as filed in PubChem BioAssay.
ASM inhibitor – human S-ASM enzyme inhibition; Potency, µM (series often up to 57.5 µM), inactives show at the top dose activity change, negative = inhibition, most hits filed as inhibitors; 340,000 tested, 0.006% active; placental ASM, HMU-PC fluorogenic substrate, 60 min; P17405; also: potency is read from the fitted curve at half-maximal effect
Target sequence (P17405 47-631 limits assumed): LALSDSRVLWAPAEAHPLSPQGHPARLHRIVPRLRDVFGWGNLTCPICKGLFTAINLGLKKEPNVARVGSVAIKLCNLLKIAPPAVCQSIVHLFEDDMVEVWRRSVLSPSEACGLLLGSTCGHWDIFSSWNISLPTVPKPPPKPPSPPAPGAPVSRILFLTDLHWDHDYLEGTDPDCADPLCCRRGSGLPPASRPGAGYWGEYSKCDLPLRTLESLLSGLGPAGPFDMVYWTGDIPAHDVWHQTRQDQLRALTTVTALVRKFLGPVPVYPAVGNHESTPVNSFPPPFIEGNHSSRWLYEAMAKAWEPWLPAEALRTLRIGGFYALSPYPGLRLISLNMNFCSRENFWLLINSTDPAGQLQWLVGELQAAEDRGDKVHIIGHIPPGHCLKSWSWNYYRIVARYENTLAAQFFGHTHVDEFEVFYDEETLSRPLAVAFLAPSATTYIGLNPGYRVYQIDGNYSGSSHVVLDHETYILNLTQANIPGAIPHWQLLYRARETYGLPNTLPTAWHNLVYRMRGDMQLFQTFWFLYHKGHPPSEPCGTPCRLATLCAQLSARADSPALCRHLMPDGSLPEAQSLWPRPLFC
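Human placenta-derived ASM preincubated with compound 10 min at room temperature, then reacted with 9 uM (final) fluorogenic HMU-PC substrate for 60 min at 37 C. Stop solution raises pH to 10; fluorescence read at Ex 386/Em 447 nm.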
MBNL1 CUG block – MBNL1-poly(CUG) RNA binding inhibition; Q9NR56; TR-FRET MBNL1-His/biotin-(CUG)12 binding, 665/545 ratio; Potency, µM (highest dose often 57.5 µM), for the others: at the highest dose activity change, negative = inhibition, usual class: inhibitors; 280,000 tested, 0.036% active; active = well fitted inhibition curve with a large enough effect in the signal ratio, with a control signal flat, not every such curve was filed as active; inconclusive = small, poorly fitted or top-dose-only effect, or effect the other way, or a change in a side signal; inactive = no such curve, though single readings can be large or run the other way; the % refers to the signal ratio; also: potency is read from the fitted curve at half-maximal effect; % is scaled to controls: 0 for no effect and ±100 for the full control effect
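Inhibition of protein-RNA binding appears as loss of TR-FRET between terbium anti-His antibody on MBNL1-His and streptavidin-XL665 on biotin-(CUG)12. Activity is normalized to buffer-only and uninhibited-complex controls.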
Mito fusion yeast – mitochondrial division inhibition or fusion activation. S. cerevisiae fusion-defective mutant growth rescue, CellTiterGlo 48 h. Potency, µM (doses to about 46.1 µM), without a hit: at the top dose growth rescue (activation), hits mostly activators. 320,000 tested, 0.23% active. AID 485298;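 also: potency is read from the fitted curve at half-maximal effect; % of control where 0% means no effect; nearly all actives have a fitted effect of over 45% in size; temperature-sensitive fusion mutants such as fzo1-1 at 37 °C on non-fermentable ethanol glycerol medium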
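Compounds are tested for their ability to restore growth of mitochondrial fusion-defective yeast strains at non-permissive 37C in YPEG medium over 48 hours. Viability is quantified by luciferase luminescence.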
Menin-MLL TR inh – menin-MLL binding inhibition, Texas Red mutant peptide; Potency, µM (titrated, usually from 61.6 µM), for the others: top-dose FP activity change, negative = inhibition, usual class: inhibitors; 270,000 tested, 0.23% active; Menin + Texas Red MLL mutant peptide, fluorescence polarization; active = well fitted inhibition curve with a large enough effect in the polarisation, with a control signal flat, not every such curve was filed as active; inconclusive = small, poorly fitted or top-dose-only effect, or effect the other way, or a change in a side signal; inactive = no such curve, though single readings can be large or run the other way; the % refers to the polarisation; also: potency is read from the fitted curve at half-maximal effect; % of control where 0% means no effect; many of its hits are not listed in these tables
TSG101-PTAP inh – blocks PTAP/TSG101 interaction to inhibit HIV-1 budding; Potency, µM (doses to about 115 µM), for inactives: at the highest dose activity change, negative = inhibition, most hits filed as inhibitors; Q99816; AID 493005; Fluorescence polarization, FITC-PTAP peptide / Tsg101 binding; 340,000 tested, under 10 active; active = well fitted inhibition curve with a large enough effect in the main read-out, with a control signal flat, not every such curve was filed as active; inconclusive = small, poorly fitted or top-dose-only effect, or effect the other way, or a change in a side signal; inactive = no such curve, though single readings can be large or run the other way; also: potency is read from the fitted curve at half-maximal effect; % of control where 0% means no effect
Target sequence (Q99816 whole entry, looked up): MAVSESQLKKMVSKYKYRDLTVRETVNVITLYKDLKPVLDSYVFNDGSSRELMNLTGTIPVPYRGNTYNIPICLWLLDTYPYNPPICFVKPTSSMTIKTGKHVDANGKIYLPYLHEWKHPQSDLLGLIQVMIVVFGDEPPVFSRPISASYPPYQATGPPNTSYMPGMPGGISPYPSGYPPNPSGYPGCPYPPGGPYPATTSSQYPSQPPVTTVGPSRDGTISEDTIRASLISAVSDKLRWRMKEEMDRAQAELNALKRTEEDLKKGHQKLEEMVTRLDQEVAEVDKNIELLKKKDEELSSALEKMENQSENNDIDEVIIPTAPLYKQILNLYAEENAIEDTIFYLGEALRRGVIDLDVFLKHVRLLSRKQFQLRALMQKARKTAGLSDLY
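Compounds were pin-transferred onto Tsg101 binding domain (10 uM final) in HEPES pH 7.5 buffer, then FITC-PTAP peptide was added at 50 nM final. After 20 min at RT, polarization reported peptide displacement across a qHTS concentration series.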
TSHR antag – antagonists of human thyroid stimulating hormone receptor. P16473. TSHR-expressing cells, TSH-stimulated cAMP HTRF, 2 h; stronger effect = lower value. activity change, negative = inhibition, % at 11.5 µM. 330,000 tested, 0.2% active;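 active = activity change below a set negative limit, meaning inhibition stronger than a set level, cut at about -70% in these data; inconclusive = activity change between two set negative limits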; also: % is scaled to controls: 0 for no effect and ±100 for the full control effect
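Read-out is FRET at 665 nm (cryptate excitation 337 nm) from a cryptate-tagged anti-cAMP antibody, competed by cell cAMP against cAMP-d2. Compounds are tested on freshly harvested TSHR cells challenged with 4nM TSH (EC80) for 2 hours at 37 deg C.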
TCR act – activates T cell receptor signaling; primary human leukocytes, anti-CD3, IL-2 HTRF, 48 h; Potency, µM (titrated, usually from 9.22 µM), inactives show top-dose activation of IL-2 secretion, actives largely listed as activators; 330,000 tested, under 10 active; AID 504894; also: % of control where 0% means no effect
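HTRF read-out of IL-2 secretion: europium cryptate donor excited at 320nm, d2 acceptor emission at 665nm. Cells were primary human leukocytes incubated 48 hr with compounds and a-CD3 beads, supplying TCR signal only.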
a7 integrin act – activates integrin-mediated alleviation for muscular dystrophy; alpha7betagal myoblasts, beta-gal FDG fluorescence, 48 h; Potency, µM (top dose mostly 38.3 µM), inactives show at the top dose activation, hits mostly activators; 350,000 tested, 0.064% active;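 also: potency is read from the fitted curve at half-maximal effect; 100% = response of the positive control SU9516; nearly all actives have a fitted effect of over 60% in size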
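Alpha7betagal+/- myoblasts (passage 13) were plated 16-24 hr, then exposed to compounds (1:260 dilution of DMSO stock) for 48 hours at 37C. After MPER lysis, β-galactosidase reporter activity was read as FDG fluorescence (ex 480/em 540) after 30 minutes.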
CXXC DNA block – blocks binding of human MLL CXXC domain to DNA | Q03164 | MLL-CXXC / FITC-HOXA9 DNA fluorescence polarization | Potency, µM (series often up to 115 µM), without a hit: at the top dose activity change, negative = inhibition, hits mostly inhibitors | 290,000 tested, 0.037% active; active = well fitted inhibition curve with a large enough effect in the polarisation, with a control signal flat, not every such curve was filed as active; inconclusive = small, poorly fitted or top-dose-only effect, or effect the other way, or a change in a side signal; inactive = no such curve, though single readings can be large or run the other way; the % refers to the polarisation; also: potency is read from the fitted curve at half-maximal effect
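Steps: dispense CXXC domain solution (7 uM) → pin compounds or unlabeled HOX-A9 DNA control → 5 min ambient → add FLSN-HOX-A9 solution (50 nM) → spin → 30 min ambient → fluorescence polarization. Tris pH 7.5/NaCl/DTT/BSA buffer.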
AT treatment – potential ataxia-telangiectasia treatments restoring KAP-1 phosphorylation; Potency, µM (doses to about 57.5 µM), without a hit: top-dose activation, usual class: activators; AID 485349; […] A-T fibroblasts, KAP-1 phosphorylation AlphaLISA; neocarzinostatin DNA damage 30 min before lysis; 320,000 tested, 0.19% active; also: potency is read from the fitted curve at half-maximal effect; % of control where 0% means no effect; nearly all actives have a fitted effect of over 45% in size
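ATM-like activity read as KAP-1 phosphorylation via AlphaLISA donor/acceptor antibody pairs after lysis and 6 hr at 25C. Cells were ATM-null patient fibroblasts ([…], hTERT), dosed 60 min, then exposed to the DSB inducer NCS for 30 min.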
Numbers without * were called inactive; ? = inconclusive; / = not tested or not shown; [ ] = remark or other dose. Unless noted, calls follow the shape of the dose curve; as a rule, active = well fitted curve in the direction sought with a large enough effect; inconclusive = small, poorly fitted or top-dose-only effect, or another doubt; inactive = no such curve, though single readings can be large; an effect the other way counts as inactive or inconclusive.

Below each SMILES – ASM inhibitor	MBNL1 CUG block	Mito fusion yeast	Menin-MLL TR inh	TSG101-PTAP inh	TSHR antag	TCR act	a7 integrin act	CXXC DNA block	AT treatment
> COC(=O)c1ccccc1NC(=O)CNC(=O)c1ccc(OC)cc1
 : -1.8%	0.2%	-0.4%	3.2%	0.7%	-0.3	6.8%	-29.4%	5.0%	-0.6%
> CC(=O)c1cc(C(=O)c2ccccc2)sc1Nc1ccccc1
 : 92.7%[activator]	33.8%[activator]	?	21.5%	0.3%	-20.9	6.1%[46.1 µM]	-0.4%	2.0%	5.0%
> O=C1c2cccc3c([N+](=O)[O-])ccc(c23)C(=O)N1c1ccc(Cl)cn1
 : -8.2%	?	-21.9%	?	?	-88.8*	-1.7%	-64.4%[inhibitor]	?	4.1%
> Cc1ccc2nc(-c3ccc(O)c(O)c3)cn2c1
 : -5.0%	4.6%	-5.3%	-3.6%	1.1%	-15.9	1.6%	-0.9%	-12.5%	-6.9%
> CCCCN1CCS(=O)(=O)N(Cc2ccccc2Br)CC(C(=O)OC)C1 (centres undefined)
 : 5.3%	/	/	/	-7.8%	1.0	-1.4%[46.1 µM]	-1.1%	/	9.6%
> CC(OC(=O)c1cc2ccccc2o1)C(=O)Nc1ccc(N2CCOCC2)cc1 (centres undefined)
 : -7.0%	/	-2.0%	/	-1.2%	12.2	-7.4%	-17.6%	/	1.3%
> O=C(COC(=O)c1cccnc1Cl)Nc1ccccc1OC(F)F
 : 0.8%	-4.2%	-7.5%	7.5%	-2.2%	-6.1	2.6%	-13.3%	0.1%	-8.7%
> CC(NC(=O)Nc1ccccc1Cl)c1ccc2c(c1)OCO2 (centres undefined)
 : -2.6%	-0.7%	2.0%	11.6%	-0.5%	-1.7	1.9%	-23.4%	-0.3%	16.4%
> COc1ccc(-n2c(=S)[nH]c3cc(C(=O)NCc4ccccc4OC)ccc3c2=O)c(OC)c1
 : -6.6%	3.0%	-3.1%	-24.0%	-1.3%	-9.2	0.9%	1.4%	2.9%	-3.3%
> O=c1c2c3c(sc2n(CCN2CCCCC2)c(=O)n1Cc1ccco1)CCCCC3
 : -4.3%	2.5%	-2.1%	?	-1.4%	0.0	-11.4%	4.6%	5.6%	-0.7%
> CC(C)CN1CN(S(=O)(=O)c2cccs2)c2nc3ccccc3nc21
 : /	26.2%	1.0%	-20.7%	/	15.6	/	/	1.5%	3.3%
> CC(=O)Nc1ccc(/C(C)=N/NS(=O)(=O)c2ccc(C)cc2)cc1
 : 1.4%	8.6%	-3.8%	-4.6%	0.5%	-12.1	4.6%	?	6.6%	-1.5%
> COc1ccc(C2c3ccc(O)cc3Oc3ncn4nc(-c5ccncc5)nc4c32)cc1OC (centres undefined)
 : -2.1%	-10.2%	2.7%	/	1.7%	4.0	1.8%	-29.8%	-2.1%	-3.0%
> COc1cc(NC(=O)CN2c3cccc4cccc(c34)S2(=O)=O)cc(OC)c1OC
 : 19.3%	13.7%	3.7%	49.4%[activator]	-1.4%	10.5	1.0%	-22.8%	-2.1%	-4.1%
> Cc1cc(-c2[nH]nc3c2C(c2ccc(Cl)cc2)C(C#N)=C(N)O3)c(C)s1 (centres undefined)
 : -9.6%	-5.8%	4.8%	22.4%	-5.6%	-1.8	-1.4%[46.1 µM]	7.0%	-0.3%	2.0%
> Cc1ccc2oc(-c3cccc(NC(=O)c4cc(-n5cnnc5)ccc4Cl)c3)nc2c1
 : -9.2%	?	-3.3%	41.7%[activator]	2.6%	-11.2	-1.3%[46.1 µM]	17.7%[7.66 µM]	1.0%	/
> O=C(CCl)Nc1cccc(Oc2cnccn2)c1
 : 2.2%	-1.3%	-42.5%[inhibitor]	-0.4%	-0.6%	3.8	4.4%	-11.4%	0.9%	12.3%
> COc1cc(/C=C/C(=O)N2CC(C)OC(C)C2)cc(OC)c1OC (centres undefined)
 : -0.9%	?	0.6%	8.3%	0.3%	7.8	0.2%	-6.2%	-4.8%	-4.2%
> O=[N+]([O-])c1ccc(CN2CCN(Cc3c[nH]c4ccccc34)CC2)cc1
 : -0.2%	14.6%	-1.2%	-6.5%	-1.3%	5.8	8.6%	-37.8%	10.2%	14.0%
> CS(=O)(=O)N(CC(=O)Nc1ccccc1C(=O)N1CCOCC1)c1cccc([N+](=O)[O-])c1
 : -1.3%	?	-1.5%	/	-2.8%	2.3	-1.7%	-4.0%	0.8%	3.5%

(continued)
Below each SMILES – ASM inhibitor	MBNL1 CUG block	Mito fusion yeast	Menin-MLL TR inh	TSG101-PTAP inh	TSHR antag	TCR act	a7 integrin act	CXXC DNA block	AT treatment
> CCc1ccc(C(=O)CSc2nc3ccccc3c(=O)[nH]2)cc1
 : -0.8%	-20.6%	9.9%	?	-0.7%	-13.1	-5.9%	-5.9%	5.1%	/
> O=C(NC1CCCCC1)c1cccc(S(=O)(=O)N2CCCCC2)c1
 : -0.2%	-4.6%	-6.4%	1.8%	-0.9%	-1.4	-2.9%	4.7%	1.6%	2.3%
> COc1ccc2[nH]c3c(=O)n(CCCC(=O)NC4CCCCC4C)c(=S)[nH]c3c2c1 (centres undefined)
 : 6.7%	-5.0%	-0.2%	/	1.9%	0.0	-7.2%	5.1%	6.4%	14.1%
> Cc1ccc(C(=O)OCC(=O)N2C(C)CCCC2C)s1 (centres undefined)
 : 4.0%	/	2.5%	/	-0.7%	7.8	-9.3%	23.2%	/	2.7%
> O=C(N/C(=C\c1ccc([N+](=O)[O-])cc1)C(=O)N1CCCCC1)c1ccc(Br)o1
 : -0.4%	?	6.8%	/	-5.0%	23.1	-4.0%	41.4%	10.1%	17.9%
> COc1ccc(CCNC(=O)C2CCN(c3ccc(N4CCOCC4)nn3)CC2)c(OC)c1
 : 332.1%[activator]	17.2%	-2.1%	-4.9%	0.1%	-7.4	3.3%	-7.3%	-7.4%	9.9%
> Cn1c(CNC(=O)c2ccco2)nnc1SCC(=O)Nc1ccccc1Cl
 : 9.6%	/	4.7%	/	-2.9%	0.9	2.6%	4.2%	/	-0.1%
> CCc1noc(C)c1C(=O)Nc1ccccc1C(C)(C)C
 : 2.6%	1.4%	-4.4%	-17.8%	-1.3%	-5.7	-2.0%	1.1%	22.4%	7.0%
> CCn1c(SCC(=O)Nc2cccc(NC(=O)c3ccco3)c2)nnc1-c1cccs1
 : -2.9%	-0.3%	0.7%	-1.1%	-6.9%	-5.6	-2.7%	-15.5%	-3.5%	-2.3%
> Cc1ccc(C)c(S(=O)(=O)Nc2cc(C)on2)c1
 : -0.7%	-7.5%	5.2%	/	0.1%	24.5	16.4%	-8.9%	3.5%	5.1%
> C=CCN1CC(O)=C(c2nc3ccccc3[nH]2)C1=N
 : -0.6%	-7.8%	-9.2%	34.2%[activator]	-5.5%	10.2	-3.9%	-17.4%	-16.5%	-2.2%
> CCn1c(SCC(=O)NC2CCCCC2)nnc1C(C)NC(=O)c1ccccc1F (centres undefined)
 : 3.1%	-1.4%	-8.2%	-7.8%	-4.5%	12.9	-2.7%	4.6%	1.0%	6.3%
> Cc1ccccc1-c1nc(CS(=O)CC(=O)NC2CCCCC2)c(C)o1 (centres undefined)
 : -6.4%	3.7%	2.0%	/	-1.9%	-9.4	-0.3%	0.0%	-4.5%	-18.0%
> Cc1ccccc1C(=O)NCC(=O)Nc1ccccc1C(F)(F)F
 : 1.8%	-11.0%	-1.6%	0.9%	-5.5%	8.6	-5.0%	-17.8%	0.8%	-1.3%
> C[C@@H]1CN([C@H](C)CO)C(=O)c2cc(NS(=O)(=O)c3cn(C)cn3)ccc2O[C@@H]1CN(C)S(C)(=O)=O
 : 5.7%	/	/	/	-2.4%	-4.4	-4.8%	15.7%	/	-1.1%
> Cc1ccc(OCC(=O)Nc2ccc(S(=O)(=O)N3CCOCC3)cc2)c(C)c1
 : -4.8%	-1.3%	1.1%	30.4%[activator]	-2.9%	-0.9	5.3%	-19.6%	6.4%	4.8%
> CN1CCN(C(=O)N(c2ccccc2)c2ccccc2)CC1
 : 4.9%	/	/	/	0.2%	/	2.7%	15.7%	/	/
> COc1ccc(CCNC(=O)Nc2ccccc2[N+](=O)[O-])cc1
 : -1.0%	?	-2.5%	15.9%	0.5%	-3.9	-5.2%	13.0%	9.7%	2.6%
> CC1CCCC(NC(=O)NC(=O)COC(=O)c2ccc(O)cc2O)C1C (centres undefined)
 : -14.1%	/	?	/	-2.6%	5.4	/	20.9%	/	11.8%

These rows are one share of the data (hit frequency here may not be typical).
